Assay outcomes from PubChem.
TDP43 rescue – qHTS of TDP-43 Inhibitors | TDP-43 expressing yeast growth rescue, BacTiter-Glo, 24 h | Potency, µM (highest dose often 46.1 µM), for the others: at the highest dose growth rescue (activation), most hits filed as activators | actives 1.8% (n = 410,000) | AID 652104, 2013; further: potency means the concentration at half of the fitted maximal effect; % of control where 0% means no effect; nearly all actives have a fitted effect of over 50% in size
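Yeast cells expressing TDP-43 under galactose induction are exposed to compounds for 24 hr at 30 deg C. BacTiter-Glo luminescence measures growth, so protective compounds score as activators.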
aSyn rescue – qHTS of alpha-syn Inhibitors. AID 652106, 2013. Potency, µM (series often up to 46.1 µM), inactives show at the top dose growth rescue (activation), actives largely listed as activators. Yeast expressing alpha-synuclein, growth rescue, BacTiter-Glo, 24 h. actives 0.14% (n = 370,000); further: potency means the concentration at half of the fitted maximal effect; % of control where 0% means no effect; nearly all actives have a fitted effect of over 65% in size
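Readout is rescue of growth in alpha-synuclein-expressing yeast, so inhibitors of toxicity appear as activators. Growth after 24 hr at 30 deg C in galactose medium is quantified by luminescence.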
Abeta rescue – qHTS for compounds that reverse cellular toxicity of Amyloid beta (A-beta) peptide in yeast: Primary Screen | actives 0.063% (n = 410,000) | AID 1347071, 2019 | yeast expressing A-beta42, growth rescue, OD600, 48 h; response scale: 0% DMSO, 100% iron-clioquinol control | Potency, µM (highest dose often 46.1 µM), inactives show at the top dose growth rescue, most hits filed as activators; further: potency means the concentration at half of the fitted maximal effect; nearly all actives have a fitted effect of over 55% in size
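Yeast A-beta toxicity model in growth medium with pinned compounds, 48 h at 30 C; growth read as absorbance at 600 nm. Normalized to FeCl3/clioquinol equimolar mix (positive) and DMSO (negative).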
EPAC2 antagonist – qHTS for Antagonist of cAMP-regulated guanine nucleotide exchange factor 2 (EPAC2): primary screen. EPAC2 GEF exchange of Rap1B-BODIPY-GDP, fluorescence. actives 0.18% (n = 360,000). Potency, µM (titrated, usually from 114 µM), for the others: top-dose activity, negative = inhibition, usual class: inhibitors; further: potency means the concentration at half of the fitted maximal effect; on the % scale 0 is the no-effect control and ±100 the full control effect; nearly all actives have a fitted effect of over 45% in size; many of its hits are not listed in these tables
EPAC2 ag – qHTS for Agonist of cAMP-regulated guanine nucleotide exchange factor 4 (EPAC2): primary screen. Rap guanine nucleotide exchange factor 4 (Homo sapiens), Q8WZA2. EPAC2 activation, biochemical qHTS; response scale: 100% = 6.5 mM cAMP response. Potency, µM (highest dose often 154 µM), for inactives: at the top dose activation, most hits filed as activators. actives 0.079% (n = 360,000). AID 720711, 2013; further: potency means the concentration at half of the fitted maximal effect; nearly all actives have a fitted effect of over 50% in size
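Readout is BODIPY fluorescence (480 nm excitation, 540 nm emission), which falls as labeled GDP is exchanged off Rap1B. EPAC2 at 100 nM acted on 250 nM RAP1B-BODIPY-GDP with 50 uM GDP present.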
FUS yeast rescue – qHTS for Suppressors of FUS Proteinopathy: Primary screen using FUS-linked yeast assay | actives 0.24% (n = 390,000) | S. cerevisiae FUS-expressing, growth rescue, OD600, 24 h | Potency, µM (doses to about 76.6 µM), inactives show at the highest dose growth rescue (activation), actives largely listed as activators | AID 1347120, 2019;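 further: potency means the concentration at half of the fitted maximal effect; plate controls were DMSO vehicle for no effect and reference control for full effect; nearly all actives have a fitted effect of over 55% in size; some results filed as inactive show a strong effect at the top dose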
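Restored growth of FUS-toxic S. cerevisiae, read as 600 nm absorbance after 24 h at 30C in galactose medium (starting OD 0.005). Controls CP55940 and DMSO.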
D3 ag – qHTS of D3 Dopamine Receptor Agonist: qHTS | D(3) dopamine receptor (Homo sapiens), P35462 | D3R DiscoveRx beta-arrestin cells, luminescence, 90 min | max activation, % | actives 0.58% (n = 410,000); in the data active means max activation above about 30%; further: 0% is about no effect; mostly tested at two doses, the higher about 12 µM
Target sequence (P35462 whole entry, looked up): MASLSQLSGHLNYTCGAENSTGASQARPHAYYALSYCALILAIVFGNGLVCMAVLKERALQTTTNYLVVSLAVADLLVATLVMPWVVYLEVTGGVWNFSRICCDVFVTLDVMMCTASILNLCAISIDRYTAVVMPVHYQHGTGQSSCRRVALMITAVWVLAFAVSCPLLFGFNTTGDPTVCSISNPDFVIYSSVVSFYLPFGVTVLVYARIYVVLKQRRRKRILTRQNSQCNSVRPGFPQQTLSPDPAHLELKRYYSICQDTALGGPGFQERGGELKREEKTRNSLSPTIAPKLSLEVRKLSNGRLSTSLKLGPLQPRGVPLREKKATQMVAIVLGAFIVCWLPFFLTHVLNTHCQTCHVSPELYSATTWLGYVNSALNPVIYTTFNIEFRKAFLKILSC
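Cells at 1500/well, incubated overnight, then treated with pinned compounds (dopamine as control) for 90 min at 37 degrees C. DiscoveRx reagent added for 30 - 60 minutes at room temperature; luminescence read.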
D3 antag – qHTS of D3 Dopamine Receptor Antagonist: qHTS; D(3) dopamine receptor (Homo sapiens), P35462; actives 2.5% (n = 360,000); D3R cells, DiscoveRx beta-arrestin luminescence, antagonist mode; stronger effect = lower value; AID 652054, 2013; max response, negative = inhibition, %; in the data active means max response below about -50%; inconclusive means no clear call, values can overlap the other calls; further: on the % scale 0 is the no-effect control and ±100 the full control effect; mostly tested at two doses, the higher about 12 µM
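Cells plated overnight at 1500 cells/well, then exposed to library compounds with dopamine controls for 90 minutes at 37 degrees C. DiscoveRx reagent added for 30–60 minutes at room temperature; luminescence read, quantitative HTS format.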
The depositor's hits bear a star; ? = inconclusive; . = no result given; [ ] = another dose, or the depositor's remark. Unless noted, the call rests on the fitted dose curve; in most records, active means well fitted curve in the direction sought with a large enough effect; inconclusive means small, poorly fitted or top-dose-only effect, or another doubt; inactive means no such curve, though single readings can be large; an effect the other way counts as inactive or inconclusive. An excerpt; count on the stated rates, not on these rows.

SMILES,aSyn rescue,FUS yeast rescue,EPAC2 antagonist,TDP43 rescue,EPAC2 ag,Abeta rescue,D3 antag,D3 ag
COc1ccc(NC2=C(Cl)C(=O)N(CCc3ccccc3)C2=O)cc1,2%,12%,-4%,?,7%,5%,-23,-2
O=C(O)CCn1c(SCc2cc(=O)n3ccccc3n2)nc2ccsc2c1=O,-1%,11%,2%,9%,11%,-3%,15,8
O=C(O)C1C2CCC(O2)C1C(=O)Nc1ccc(OC(F)F)cc1 (stereo unspecified),-2%,7%,0%,.,3%,8%,22,11
COc1ccc(CCNC(=O)c2nnn(-c3cc(C)cc(C)c3)c2N)cc1OC,-3%,42%,-20%,11%,16%,-3%,-7,-1
CCO/C=C/C(O)(CNC(=O)COc1ccccc1F)C(F)(F)F (stereo unspecified),-4%,1%,13%,-14%,-5%,16%,-17,2
Cc1cccc(C)c1NC(=O)CSc1nnnn1-c1ccc(C(=O)O)cc1,0%,30%,-3%,7%,-1%,-12%,-79*,2
O=C(Nc1ccc(Br)c(C(F)(F)F)c1)c1ccccc1,-26%,.,-7%,8.9µM*,-5%,-21%,16,-1
CC1CCN(C(=O)/C(=C\c2ccco2)NC(=O)c2ccccc2)CC1,7%,1%,-18%,9%,-7%,4%,-6,9
O=C1/C(=C\c2ccco2)SC(=S)N1Cc1ccccc1,-1%,32%,6%,-14%,7%,11%,?,-3
O=C(Cn1c(C(F)(F)F)nc2ccccc21)Oc1cccc(C(F)(F)F)c1,-11%,-14%,-14%,-4%,-19%,-10%,?,11
CCC(NC(=O)c1cc(COc2ccc(OC)cc2Cl)on1)c1ccncc1 (stereo unspecified),-3%,.,-2%,-7%,-3%,-6%,21,20
CCOC(=O)C1CCCN(c2nc3ccccc3nc2C(C#N)C(=O)NCc2ccccc2)C1 (stereo unspecified),3%,7%,5%,8%,-7%,9%,-2,6
Cn1c(NN)nc2ccccc2c1=O,-2%,-42%,6%,10%,4%,-1%,-20,1
Cc1cc(Br)cn2c(Cc3cccc(F)c3)c(-c3cccc(Br)c3)nc12,-13%,17%,0%,0%,8%,-5%,1,10
CCN1C(=O)c2ccccc2Sc2ccc(NC(=O)N3CCN(c4cc(C)ccc4C)CC3)cc21,.,?,.,-7%,.,0%,.,5
CC(C)CCOCc1nc2sc3c(c2c(=O)[nH]1)CCC(C)C3 (stereo unspecified),22%,-3%,-3%,2%,4%,6%,13,-8
O=C(COc1ccc(Br)cc1)NCCCNC(=O)c1cnccn1,-5%,14%,2%,-11%,-3%,-6%,7,6
CCc1cc(/C(Cc2csc(C)n2)=N/O)c(O)cc1O,-10%,5%,-1%,2%,1%,7%,20,5
COc1cccc(Nc2nnc(SCC(=O)N3CCOCC3)s2)c1,0%,12%,8%,-21%,1%,-15%,-16,-9
Clc1ccccc1C(c1nnnn1Cc1ccco1)N1CCN(Cc2ccco2)CC1 (stereo unspecified),-5%,36%,14%,-21%,15%,-19%,-29,-8
CC(Oc1ccc(C(=O)c2ccc(F)cc2)cc1)C(=O)N1CCOCC1 (stereo unspecified),-5%,11%,0%,10%,8%,7%,-7,3
Cc1ccccc1N1CCN(C(=S)c2ccccc2)CC1,-3%,.,-1%,11µM*,25%,6%,1,-4
O=C(COc1ccc2ccc(=O)oc2c1)N1CCN(C(=O)C2COc3ccccc3O2)CC1 (stereo unspecified),2%,6%,-5%,2%,8%,3%,10,2
CC(=O)c1cccc(-c2ccnc3c2CC(C(=O)Nc2cccc(N(C)C)c2)O3)c1 (stereo unspecified),6%,19%,8%,8%,7%,2%,-10,2
COc1ccc(Oc2ncnc3c2oc2ccc(Br)cc23)cc1,5%,-3%,11%,20%,-2%,14%,9,8
O=C(C1CCC(CNS(=O)(=O)c2cccc3nsnc23)CC1)N1CC=C(c2ccccc2)CC1 (stereo unspecified),3%,33%,-4%,0%,0%,3%,179,60*
O=C(CN(C(=O)CCC(=O)Nc1nccs1)c1ccc2c(c1)OCO2)NCC1CCCO1 (stereo unspecified),0%,-31%,-4%,1%,8%,-15%[9.22 µM],34,-7
CCCN1C(=O)c2[nH]nc(-c3ccc(F)cc3)c2C1c1ccccn1 (stereo unspecified),.,16%,.,10%,.,-8%,.,-5
CCOc1cc(C(=O)N2CCN=C2SC)cc(OCC)c1OCC,-4%,3%,4%,2%,-15%,20%,47,2
COC(=O)c1c(NC(=O)c2ccc(C)cc2)sc(Cc2ccccc2)c1C,-1%,-2%,-4%,-5%,4%,-4%,-65*,-1
O=C(CSc1ccccc1)Nc1nnc(C2CC2)s1,4%,19%,2%,3%,-3%,10%,18,3
Cc1nc(Nc2cccc(C(F)(F)F)c2)nc2c1C(=O)CC(C)C2 (stereo unspecified),8%,-4%,6%,13%,-6%,8%,-18,-7
COc1cc(C(=O)Nc2cc(Cl)ccc2C)c(-n2cnnn2)cc1OC,-11%,15%,5%,?,-7%,-9%,16,-3
COC(=O)CCC(=O)OC1(C)C(=O)C=C2C=C(C3CC3)N(C3CCCCC3)C=C2C1=O (stereo unspecified),-5%,21%,8%,5%,7%,-9%,-1,11
C=CCN(CC=C)S(=O)(=O)c1ccc(NC(=S)NC(=O)Cc2ccc(OC)cc2)cc1,-6%,20%,-14%,-4%,2%,34%,?,-41
Cc1nnc(N/N=C/c2ccccc2O)n1N,0%,-4%,-5%,-5%,0%,16%,-17,-13
CCCCN(C)Cc1cc(=O)oc2cc3c(cc12)CCCC3,-5%,-3%,-9%,-14%,-2%,0%,-91*,-47
COc1ccc2c(c1)sc1ncc(C(=O)NCc3ccc(Cl)cc3)c(=O)n12,.,-18%,.,17%,.,-6%,.,9
Cc1ccccc1Nc1c(-c2cccs2)nc2cccc(C)n12,.,3%,.,15%,.,-27%,.,0
COc1cccc(CNC(=O)[C@H](CCSC)NC(=O)N2CCn3c2nc2ccccc23)c1,3%,23%,-10%,10%,11%,17%,9,-1
O=C(O)c1cc(-c2cccs2)nn1-c1ccccc1,12%,-5%,7%,1%,-2%,18%,1,18
Cc1cc(C)cc(N(CC(=O)Nc2cc(C)ccc2C)S(=O)(=O)c2c(C)[nH]c(=O)[nH]c2=O)c1,-1%,29%,-8%,9%,7%,5%,-13,-2
COc1ccc(OC)c(-c2csc(N(CC3CCCO3)C(=O)Cc3ccccc3)n2)c1 (stereo unspecified),0%,?,8%,1%,14%,10%,7,-1
CCCCc1ccc(N=N/C(C(=O)Nc2ccccc2OC)=C(/C)O)cc1,0%,.,11%,-11%,-4%,-13%,13,-4
C/C(=N\NC(=O)CN1CCN(Cc2ccccc2)CC1)c1cccs1,0%,-22%,6%,10%,5%,-2%,-10,-19
COc1cccc(OC)c1C(=O)Nc1ccc(-c2nc3ncccc3o2)cc1,.,-8%,.,21%,.,19%,.,4
COc1cc2nc(N(CCCN(C)C)C(=O)c3ccc(C(=O)c4ccccc4)cc3)sc2cc1OC,3%,20%,-6%,1%,5%,-1%,-5,-15
Cc1ccc(S(=O)(=O)NCCC(=O)NCCCSc2ccccc2)cc1,-1%[1.84 µM],16%,-4%,2%,0%,2%,4,0
CCC(C)c1ccccc1N1CC(C(=O)Nc2cc(S(=O)(=O)N3CCOCC3)ccc2OC)CC1=O (stereo unspecified),0%,?,1%,-14%,8%,-4%,3,-4
CCCN1CCC(=NNc2ccc(S(N)(=O)=O)cc2[N+](=O)[O-])CC1,-1%,-6%,13%,11%[9.22 µM],2%,-15%,-10,-7
COc1ccc(-c2csc(NC(=O)CS(=O)(=O)c3ccc(F)cc3)n2)cc1OC,5%,?,-3%,26%,0%,15%,15,1
O=C(NNC(=S)NC(=O)c1ccccc1[N+](=O)[O-])c1ccccc1Cl,13%,1%,13%,17%,-1%,22%,33,4
CC(C)Cn1c(SCC(=O)N(C)C2CCS(=O)(=O)C2)nc2cc(Cl)ccc2c1=O (stereo unspecified),1%,-10%,-5%,21%,-1%,3%,50,27
Cc1cc(NC(=O)CSc2nc3c(C)cccc3cc2C)no1,0%,-24%,-4%,6%,-2%,-9%,4,0
O=C1CCCN1CCCNCCCn1cnc2c(OCc3ccccc3)ncnc21,-1%,-33%,15%,-4%,1%,-7%,33,13
Cn1c(SCC(=O)NC2CCCCC2)nnc1-c1cccnc1,3%,15%,7%,-28%,-2%,-7%,-16,-9

Random excerpt: 2 records from the list, in no set order.
SMILES,aSyn rescue,FUS yeast rescue,EPAC2 antagonist,TDP43 rescue,EPAC2 ag,Abeta rescue,D3 antag,D3 ag
COc1ccc(-c2csc(NC(=O)CS(=O)(=O)c3ccc(F)cc3)n2)cc1OC,5%,?,-3%,26%,0%,15%,15,1
Cc1cc(NC(=O)CSc2nc3c(C)cccc3cc2C)no1,0%,-24%,-4%,6%,-2%,-9%,4,0

Next records.
SMILES,aSyn rescue,FUS yeast rescue,EPAC2 antagonist,TDP43 rescue,EPAC2 ag,Abeta rescue,D3 antag,D3 ag
O=C(Nc1nnc(-c2cccs2)o1)c1cccc(F)c1,29%,0%,9%,13µM*,7%,11µM*,1,-7
COc1ccccc1NC(=O)CSc1nnc(Cc2ccccc2)o1,0%,25%,-2%,-4%,8%,12%,-11,-1
Nc1nc2c(s1)CCc1ccccc1-2,-29%,6%,3%,6%,8%,-21%,2,4
COc1cc2c(cc1NC(=O)COC(=O)CNC(=O)c1ccccc1)oc1ccccc12,10%,19%,-5%,8%[9.22 µM],10%,5%,5,3
Cc1c2cnn(CC(=O)N3CCN(c4ccc(F)cc4)CC3)c(=O)c2c(C)n1Cc1ccc(F)cc1,.,3%,.,-17%,.,-9%,.,3
O=C(NC(=S)NCc1ccccc1)c1cccc([N+](=O)[O-])c1,6%,12%,-13%,21%,3%,1%,9,-1
